FLuc inhib CS: counter-screen for luciferase assay inhibitors: firefly luciferase inhibition; ATPLite firefly luciferase biochemical luminescence, 10 min; inhibition, % at 10 µM; actives 1.5% (n = 200,000); AID 1006;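 active means inhibition above about 50% when tested at 10 µM, limit read from the data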
Target sequence (P08659 whole entry, looked up): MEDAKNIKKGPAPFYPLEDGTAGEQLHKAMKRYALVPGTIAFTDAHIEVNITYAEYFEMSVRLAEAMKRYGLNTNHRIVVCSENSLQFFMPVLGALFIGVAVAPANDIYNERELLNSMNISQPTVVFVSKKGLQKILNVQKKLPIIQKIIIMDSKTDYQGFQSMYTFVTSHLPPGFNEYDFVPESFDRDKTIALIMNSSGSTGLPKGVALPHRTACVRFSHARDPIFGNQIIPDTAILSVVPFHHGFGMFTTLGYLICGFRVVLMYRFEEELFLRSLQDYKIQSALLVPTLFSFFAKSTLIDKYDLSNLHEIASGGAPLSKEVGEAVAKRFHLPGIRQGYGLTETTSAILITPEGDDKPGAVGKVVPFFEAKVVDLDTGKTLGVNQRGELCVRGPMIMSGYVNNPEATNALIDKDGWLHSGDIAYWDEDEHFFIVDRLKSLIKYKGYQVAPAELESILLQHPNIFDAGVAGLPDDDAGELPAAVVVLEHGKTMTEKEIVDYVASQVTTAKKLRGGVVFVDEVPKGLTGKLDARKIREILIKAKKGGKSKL
FLuc act counter: firefly luciferase counter-screen for stimulation assays; P08659; ATPlite luciferase biochemical, luminescence, 10 min; 0 = ATP-free wells, 1 = DMSO control; activation factor at 10 µM; 200,000 tested, under 10 active; AID 1027;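 active means luciferase activation factor, scaled between plate controls, of at least 2 with compound at 10 µM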
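Material: Luciferase/luciferin reagent mix; Doses: test compounds dosed from 2 mM stocks in 100% DMSO; Schedule: 10 min incubation after luciferase reagent addition, room temperature; Measured by: luminescence from luciferase reaction; Read-out: luminescence gain marking luciferase activators.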
STAT1 act: STAT1 signaling activation; NIH 3T3 STAT1-luciferase reporter, IFN-gamma, luminescence; 100% = IFN-gamma alone, no compound; activation (% of control), % at 5.5 µM; actives 2.6% (n = 200,000);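 active means activation above the screen-wide mean activation plus 3 SD, cut at about 130% in these data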;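 further: raw ratio to IFN-gamma control signal so 100% means no change and 0% no light; values of inactives mirror those of a sister screen read the other way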
G6PDH counter: counter-screen for G6PDH assay hits: L. mesenteroides G6PDH inhibition; Purified L. mesenteroides G6PDH, diaphorase/resazurin coupled fluorescence, 45 min; inhibition, % at 5 µM; actives 0.12% (n = 200,000); AID 1020; in the data active means inhibition above about 50%
APP 5'UTR act: APP 5'UTR luciferase reporter activation | AID 1276 | SH-SY5Y APP 5'UTR luciferase reporter, luminescence; zero percent = DMSO vehicle wells | actives 1% (n = 190,000) | activation, % at 2 µM;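 active means activation above a set limit, based on mean plus 3 SD of controls, cut at about 140% in these data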; further: values of inactives mirror those of a sister screen read the other way
NF-kB neuron act: compounds increasing NF-kB expression in human neuronal cells | AID 1239 | actives 1.6% (n = 190,000) | NF-kB reporter expression; hits give high values | fold change at 12.5 µM; in the data active means fold change above about 3.3
APP transl inh: APP translation inhibition | SH-SY5Y APP 5'UTR-luciferase reporter, luminescence | AID 1285 | inhibition, % at 2 µM | actives 0.82% (n = 190,000);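 active means inhibition above a set limit, derived from the sample mean plus 3 SD, cut at about 45% in these data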; further: values of inactives mirror those of a sister screen read the other way
Redox H2O2 prof: compounds producing H2O2 with reducing agent – biochemical, NIH compound library profiling, artefact control for MLSCN library redox annotation, primary screen. activation, % at 10 µM. DTT-dependent redox cycling H2O2, phenol red/HRP absorbance; 100% = 100 µM peroxide control, 0% = buffer. actives 0.03% (n = 200,000). AID 878;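 active means activation of at least 50% relative to the plate's high and low controls in the primary single-dose screen; inactive means activation below 50%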;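 further: compound incubated with DTT at 0.8 mM final as the reducing agent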
Hsp70 act: switches on Hsp70 transcription; actives 0.04% (n = 200,000); activation, % at 10 µM; HeLa Hsp70 promoter luciferase reporter, luminescence; scaled: vehicle 0, proteasome-inhibitor control 100%;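 active means activation above the mean across all tested compounds plus 3 SD, cutoff set per campaign, cut at about 5.5% in these data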;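 further: 100% = MG132 at 30 µM as the positive control and 0% = DMSO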
Efa HMGR inh: E. faecalis class II HMG-CoA reductase inhibition. purified E. faecalis HMGR, NADPH absorbance 340 nm kinetic. inhibition, % at 10 µM. actives 0.41% (n = 190,000). AID 1066;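 active means inhibition above a set limit, the median over all tested compounds plus 3 SD, cut at about 9.5% in these data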;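 further: enzyme runs in reverse so mevalonate oxidation gives rising NADPH absorbance; 0% = complete reaction with DMSO and 100% = background rate lacking mevalonate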
* marks the source's active call; other numbers are inactive results; · = no result given.

1: CC(C)CC(C(=O)NC(C)(C)C)N(Cc1cccs1)C(=O)c1snc(C(N)=O)c1N (configuration not stated)
2: Cc1csc(SC(C)C(=O)Nc2ccc(S(=O)(=O)N3CCCC3)cc2)n1 (configuration not stated)
3: O=c1[nH]ncc(N2CCN(Cc3ccccc3)CC2)c1Cl
4: COc1ccc(-c2cccc(C(=O)NCC(=O)O)c2)cc1
5: c1ccc2c(c1)ncn2CCCOc1ccc2c(c1)CCC2

Compound,1,2,3,4,5
FLuc inhib CS,-11,-7,-1,8,-2
FLuc act counter,1.1,1.1,1,0.9,1
STAT1 act,98,92,96,109,94
G6PDH counter,6,-4,6,6,5
APP 5'UTR act,12,-15,-11,2,-7
NF-kB neuron act,0.89,0.65,1.5,1.6,1.3
APP transl inh,-12,15,12,-2,7
Redox H2O2 prof,-0.8,1.0,-0.3,0.2,-0.2
Hsp70 act,0.3,-0.6,-0.1,-0.2,-0.3
Efa HMGR inh,-2,-2,-2,1,3

6: CCCc1nc(SCC(=O)Nc2ccccc2OC)c2c(=O)n(C)c(=O)n(C)c2n1
7: CC(C)(C)OC(=O)N/N=C\c1ccc([N+](=O)[O-])s1
8: CC(CCc1ccccc1)NC(=O)C1CCN(S(=O)(=O)N2CCCCC2)CC1 (configuration not stated)
9: N#C/C(=C/c1ccc(Sc2nc3ccccc3[nH]2)o1)c1ccccc1F
10: COc1ccc(S(=O)(=O)n2ccc(C)n2)cc1C

Compound,6,7,8,9,10
FLuc inhib CS,-2,13,-6,-4,-6
FLuc act counter,1,0.9,1.1,1,1.1
STAT1 act,96,109,94,94,105
G6PDH counter,-28,6,9,0,-6
APP 5'UTR act,-5,-6,-9,14,-7
NF-kB neuron act,0.99,1.3,1,0.78,1.1
APP transl inh,5,6,9,-14,7
Redox H2O2 prof,-1.1,-0.3,-0.8,0.2,0.1
Hsp70 act,-0.3,0.0,-0.5,-0.2,-0.1
Efa HMGR inh,-9,2,-1,0,-2

11: CC(C)Cn1c(-c2ccc(Br)cc2)c[nH]c1=S
12: CCOC(=O)N1CCN(C(=O)c2cc3c(-c4ccc(Cl)cc4)nn(C)c3s2)CC1
13: C/C(=N/NC(=O)c1ccco1)c1cccnc1
14: O=C(Nc1ccc(NC(=O)c2ccco2)nc1)c1cccnc1
15: COCCOC(=O)C1=C(C)NC(=O)NC1c1ccc(-c2ccc(F)cc2)o1 (configuration not stated)

Compound,11,12,13,14,15
FLuc inhib CS,-4,-7,2,62*,-5
FLuc act counter,1,1.1,1,0.4,1
STAT1 act,90,81,101,134*,97
G6PDH counter,1,-2,0,8,8
APP 5'UTR act,-5,-2,9,79,18
NF-kB neuron act,1.6,0.44,2.4,2.4,1.2
APP transl inh,5,2,-10,-79,-18
Redox H2O2 prof,-0.8,-1.1,0.6,1.9,-0.3
Hsp70 act,-0.6,-0.2,-0.1,-0.1,-0.2
Efa HMGR inh,-5,2,-8,2,-3

16: O=C1CCCN1c1nccs1
17: CCOc1ccc2nc(NC(=O)c3ccoc3C)sc2c1
18: COc1cccc(N2CC(=O)N(c3cccc(OC)c3)CC2=O)c1
19: O=C1c2ccccc2C(=O)N1Cc1ccc2c(c1)OCO2
20: O=C(O)CN1C(=O)CC(Cc2ccccc2)C1=O (configuration not stated)

Compound,16,17,18,19,20
FLuc inhib CS,-9,58*,-11,-8,-4
FLuc act counter,1.1,0.4,1.1,1.1,1
STAT1 act,93,71,105,97,97
G6PDH counter,3,10,1,2,2
APP 5'UTR act,6,168*,0,1,0
NF-kB neuron act,1.2,3.5*,0.96,1.2,1
APP transl inh,-6,-168,0,-1,0
Redox H2O2 prof,0.0,1.5,0.1,0.5,0.2
Hsp70 act,-0.1,-0.3,-0.4,-0.2,-0.5
Efa HMGR inh,-3,-2,9.7*,1,0

10 entries from above, with two lines to a compound.
The line under a structure holds: FLuc inhib CS	FLuc act counter	STAT1 act	G6PDH counter	APP 5'UTR act	NF-kB neuron act	APP transl inh	Redox H2O2 prof	Hsp70 act	Efa HMGR inh
(7) CC(C)(C)OC(=O)N/N=C\c1ccc([N+](=O)[O-])s1
  13	0.9	109	6	-6	1.3	6	-0.3	0.0	2
(8) CC(CCc1ccccc1)NC(=O)C1CCN(S(=O)(=O)N2CCCCC2)CC1 (configuration not stated)
  -6	1.1	94	9	-9	1	9	-0.8	-0.5	-1
(9) N#C/C(=C/c1ccc(Sc2nc3ccccc3[nH]2)o1)c1ccccc1F
  -4	1	94	0	14	0.78	-14	0.2	-0.2	0
(10) COc1ccc(S(=O)(=O)n2ccc(C)n2)cc1C
  -6	1.1	105	-6	-7	1.1	7	0.1	-0.1	-2
(11) CC(C)Cn1c(-c2ccc(Br)cc2)c[nH]c1=S
  -4	1	90	1	-5	1.6	5	-0.8	-0.6	-5
(12) CCOC(=O)N1CCN(C(=O)c2cc3c(-c4ccc(Cl)cc4)nn(C)c3s2)CC1
  -7	1.1	81	-2	-2	0.44	2	-1.1	-0.2	2
(13) C/C(=N/NC(=O)c1ccco1)c1cccnc1
  2	1	101	0	9	2.4	-10	0.6	-0.1	-8
(14) O=C(Nc1ccc(NC(=O)c2ccco2)nc1)c1cccnc1
  62*	0.4	134*	8	79	2.4	-79	1.9	-0.1	2
(15) COCCOC(=O)C1=C(C)NC(=O)NC1c1ccc(-c2ccc(F)cc2)o1 (configuration not stated)
  -5	1	97	8	18	1.2	-18	-0.3	-0.2	-3
(16) O=C1CCCN1c1nccs1
  -9	1.1	93	3	6	1.2	-6	0.0	-0.1	-3

The results go on:
21: CC1(C)NC(=O)N(CC(O)COc2ccc(-c3ccccc3)cc2)C1=O (configuration not stated)
22: COc1cc(/C=C/C(=O)OCC(=O)Nc2c(C)n(C)n(-c3ccccc3)c2=O)ccc1OCC#N
23: COc1cc(NC(=O)COC(=O)CNS(=O)(=O)c2ccc(F)c(F)c2F)cc(OC)c1
24: Cc1ccc(C)c(S(=O)(=O)N2CCN(c3ncccn3)CC2)c1
25: O=C(O)c1ccccc1-c1ccccc1C(=O)NCc1cccc(C(F)(F)F)c1

Compound,21,22,23,24,25
FLuc inhib CS,2,-6,-6,-1,-5
FLuc act counter,1,1.1,1.1,1,1.1
STAT1 act,101,101,102,82,99
G6PDH counter,-6,2,14,22,10
APP 5'UTR act,6,3,-19,-9,11
NF-kB neuron act,1.1,1,1.4,4.8*,1.1
APP transl inh,-6,-3,19,9,-11
Redox H2O2 prof,0.4,-0.3,-0.3,-1.9,0.0
Hsp70 act,-0.3,-0.3,0.0,0.2,0.1
Efa HMGR inh,0,2,3,1,-1

26: CN(C)CCOC(=O)c1sc2ccccc2c1Cl
27: O=C1NCCN(Cc2ccc(Cl)c(F)c2)C1CC(=O)N1CCc2ccccc2C1 (configuration not stated)
28: NC(=O)CSc1nnc(-c2ccncc2)o1
29: CCCS(=O)(=O)c1ccc(COC(=O)c2cccc(NC(=O)C(C)C)c2)cc1
30: CCOC(=O)c1cc2c(=O)[nH]c(C(Cl)(Cl)Cl)nc2o1

Compound,26,27,28,29,30
FLuc inhib CS,-7,-6,-6,0,2
FLuc act counter,1.1,1.1,1.1,1,1
STAT1 act,102,102,95,91,91
G6PDH counter,3,19,22,8,2
APP 5'UTR act,15,22,-2,11,6
NF-kB neuron act,1.3,0.82,0.91,·,0.91
APP transl inh,-15,-22,2,-11,-6
Redox H2O2 prof,-0.7,-0.3,-0.3,-0.9,-0.2
Hsp70 act,-0.1,-0.1,0.3,-0.2,-0.3
Efa HMGR inh,0,-1,-1,-1,2

31: COc1ccc(CCNc2oc(-c3ccc(C)cc3)nc2C#N)cc1OC
32: COc1cc(C(=O)NC2CC3CCCC(C2)N3CC(=O)Nc2ccccc2)cc(OC)c1OC (configuration not stated)
33: O=C(N/N=C/c1ccccc1Cl)c1n[nH]c2c1CCCC2
34: CC(=O)C1C(c2cccc(Oc3ccccc3)c2)NC(=O)NC1(O)C(F)(F)F (configuration not stated)
35: N#CCC(=O)Nc1ncn(Cc2ccccc2Cl)n1

Compound,31,32,33,34,35
FLuc inhib CS,-4,-4,38,-4,-6
FLuc act counter,1,1,0.6,1,1.1
STAT1 act,94,92,126,95,93
G6PDH counter,-2,0,12,4,-8
APP 5'UTR act,46,-9,131,0,10
NF-kB neuron act,0.96,0.82,0.96,1.1,1.1
APP transl inh,-46,9,-131,0,-10
Redox H2O2 prof,-1.4,1.6,0.2,-0.1,0.4
Hsp70 act,-0.3,-0.2,-0.5,0.0,-0.3
Efa HMGR inh,-5,-6,0,-1,5

36: COc1ccc(S(=O)(=O)Nc2ccccc2C)cc1
37: Cc1cc(NC(=O)CSc2ccc(-c3ccc4c(c3)OCO4)nn2)no1
38: FC(F)(F)c1cnc2c(-c3ccc(Cl)cc3Cl)noc2c1
39: O=C(c1ccc([N+](=O)[O-])cc1)N1CCN(Cc2ccccc2)CC1
40: COc1ccc(C(=O)N2CC(=O)Nc3ccccc32)cc1S(=O)(=O)N1CCCC1

Compound,36,37,38,39,40
FLuc inhib CS,-5,-1,-6,-4,2
FLuc act counter,1.1,1,1.1,1,1
STAT1 act,100,99,100,109,97
G6PDH counter,-1,10,12,1,8
APP 5'UTR act,-23,18,0,-5,-7
NF-kB neuron act,1.2,1.3,1.2,1.3,0.96
APP transl inh,23,-18,0,5,7
Redox H2O2 prof,0.4,0.4,0.1,-0.6,-0.4
Hsp70 act,-0.5,-0.1,0.1,-0.3,-0.4
Efa HMGR inh,1,0,-6,-4,-3

41: Cc1c(CC(Cl)(Cl)Cl)c2c(n1O)CC(C)(C)CC2=O
42: Fc1ccc(NC(=S)Nc2ccc(Cl)cc2)cc1
43: COCC(=O)n1nc(-c2ccccc2)nc1NCc1cccs1
44: CCNC(=O)CCc1nc(-c2ccc(C(C)(C)C)cc2)no1
45: CN(CC(=O)Nc1ccccc1Cl)C(=O)CSc1nnc(-c2ccco2)o1

Compound,41,42,43,44,45
FLuc inhib CS,-7,7,-3,52*,1
FLuc act counter,1.1,0.9,1,0.5,1
STAT1 act,102,77,121,111,96
G6PDH counter,1,-3,2,0,-1
APP 5'UTR act,6,-17,-11,-52,-4
NF-kB neuron act,1.2,1.1,0.99,2.4,1.1
APP transl inh,-6,17,11,52*,4
Redox H2O2 prof,-0.3,-0.9,-0.1,-3.4,-0.1
Hsp70 act,-0.4,-0.4,0.0,-0.3,-0.3
Efa HMGR inh,-1,-6,-6,-3,2

46: Cc1ccccc1NC(=O)CCC(=O)N/N=C/c1ccc(F)cc1
47: Cc1cc(=O)[nH]c(N/N=C/C2=C(N3CCOCC3)C(=C\c3ccc(Cl)cc3)/CC2)n1
48: Cc1ccccc1-c1nnn(Cc2ccc(-c3nn[nH]n3)cc2)n1
49: CCCCSc1nc2c(cc1C#N)CCC2
50: Cc1ccc(CCN2CC(C(=O)NCCN3CCOCC3)CC2=O)cc1 (configuration not stated)
51: Nc1c(C(=O)NCCc2ccccc2)nnn1Cc1ccc(Cl)cc1
52: Cc1ccc(-c2noc(CNc3ccccc3)n2)cc1

Compound,46,47,48,49,50,51,52
FLuc inhib CS,-7,-2,1,2,5,0,-1
FLuc act counter,1.1,1,1,1,1,1,1
STAT1 act,103,100,98,103,93,101,116
G6PDH counter,3,-8,19,-11,-3,4,-1
APP 5'UTR act,12,9,14,12,0,6,45
NF-kB neuron act,1.3,0.96,1.3,1.1,1.1,1.1,2.1
APP transl inh,-12,-9,-14,-12,0,-6,-46
Redox H2O2 prof,-1.1,0.1,-0.1,0.1,-0.3,2.8,3.0
Hsp70 act,0.1,-0.5,0.1,-0.2,0.2,0.0,0.0
Efa HMGR inh,-7,0,0,-11,-2,-5,7

Assay outcomes from PubChem.
